Source: PubChem BioAssay (National Center for Advancing Translational Sciences (NCATS))
RXFP1 ag: qHTS Assay for Agonists of the Relaxin Receptor RXFP1; Relaxin receptor 1 (Homo sapiens), Q9HBX9; HEK293T-RXFP1 cAMP TR-FRET, 30 min; response scale: percent of porcine relaxin response, buffer zero; Potency, µM (top dose mostly 57.5 µM), without a hit: at the top dose activation, usual class: activators; actives 0.3% (n = 370,000); AID 2676, 2010; active means well fitted activation curve with a large enough effect; further: potency means the concentration at half of the fitted maximal effect; on the % scale 0 is the no-effect control and ±100 the full control effect; nearly all actives have a fitted effect of over 60% in size; many of its hits are not listed in these tables
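HEK293 cells stably expressing RXFP1, treated 30 min at 37C with compounds plus PDE4 inhibitor Ro 20174; cAMP measured by HTRF TR-FRET. Normalized to buffer and 29 nM porcine relaxin; EC50 by Hill fit.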
RXFP1 antagonist: qHTS Assay for Antagonists of the Relaxin Receptor RXFP1; activity change, negative = inhibition, % at 57.5 µM; actives 0.59% (n = 350,000); HEK293-RXFP1, relaxin-stimulated cAMP HTRF, 30 min; active compounds read low;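 active means activity change of -60% or lower, but not beyond a set lower limit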; further: on the % scale 0 is the no-effect control and ±100 the full control effect
TRHR enhancer: qHTS for Small Molecule Agonists and Allosteric Enhancers of Human TRH Receptor: Primary Screen for Enhancers. Thyrotropin-releasing hormone receptor (Homo sapiens), P34981. TRHR cells, fluo-8 calcium fluorescence, EC20 TRH enhancement. enhancement, % at 2 µM. actives 0.66% (n = 360,000). AID 493056, 2011; in the data active means enhancement above about 30%; further: 0% is about no effect
Target sequence (P34981 whole entry, looked up): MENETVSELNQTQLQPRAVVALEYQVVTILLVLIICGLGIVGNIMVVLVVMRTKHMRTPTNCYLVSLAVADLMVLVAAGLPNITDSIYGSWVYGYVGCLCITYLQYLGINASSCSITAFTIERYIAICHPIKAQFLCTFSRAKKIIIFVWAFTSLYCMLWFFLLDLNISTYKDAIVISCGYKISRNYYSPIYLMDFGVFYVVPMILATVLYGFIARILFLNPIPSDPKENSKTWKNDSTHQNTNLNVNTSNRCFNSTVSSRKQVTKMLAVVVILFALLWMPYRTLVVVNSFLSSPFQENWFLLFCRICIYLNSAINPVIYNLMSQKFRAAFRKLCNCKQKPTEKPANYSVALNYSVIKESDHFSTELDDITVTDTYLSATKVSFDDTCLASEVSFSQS
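TRHR-expressing cells loaded with fluo-8 calcium dye were read kinetically (ex 480/em 530) during compound addition, then stimulated with an EC20 of TRH (10 nM final). Enhancement of the Gq-mediated intracellular calcium response was scored.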
D2 PAM: HTS Assay for Positive Allosteric Modulators of the Human D2 Dopamine Receptor: Primary Screen for Potentiators; HEK293 T-REx D2, calcium flux, EC20 dopamine potentiation; potentiation, % at 10 µM; actives 0.34% (n = 340,000); AID 485347, 2010;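 active means potentiation over 3 SD above the plate norm, cut at about 30% in these data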; further: 0% is about no effect
Target sequence (P14416 whole entry, looked up): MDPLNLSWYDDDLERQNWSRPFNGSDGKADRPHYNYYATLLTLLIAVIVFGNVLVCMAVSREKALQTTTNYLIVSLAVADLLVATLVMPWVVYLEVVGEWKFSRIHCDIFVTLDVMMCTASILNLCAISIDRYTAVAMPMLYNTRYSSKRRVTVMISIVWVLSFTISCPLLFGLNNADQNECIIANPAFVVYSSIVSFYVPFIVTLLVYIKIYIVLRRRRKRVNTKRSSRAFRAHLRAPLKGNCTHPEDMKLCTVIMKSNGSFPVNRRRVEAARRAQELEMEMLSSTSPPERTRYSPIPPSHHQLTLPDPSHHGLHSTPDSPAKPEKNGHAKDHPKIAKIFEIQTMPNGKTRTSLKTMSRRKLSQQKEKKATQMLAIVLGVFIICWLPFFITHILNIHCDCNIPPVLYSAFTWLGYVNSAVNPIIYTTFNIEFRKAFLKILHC
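Cells plated with tetracycline inducer and held overnight at 30 C; calcium dye loaded 30–90 min at room temperature; baseline taken, compound added and read 180 s; EC20 dopamine then added and read 180 s.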
D1 PAM: Potentiators of Human D1 Dopamine Receptor: qHTS; actives 0.036% (n = 360,000); AID 504651, 2011; potentiation, % at 10 µM; D(1A) dopamine receptor (Homo sapiens), P21728; HEK293 TREx D1 cells, calcium flux, dopamine EC20 potentiation; in the data active means potentiation above about 30%; further: 0% is about no effect
D1 ag: Allosteric Agonists of the Human D1 Dopamine Receptor: qHTS; D(1A) dopamine receptor (Homo sapiens), P21728; activation, % at 2 µM; HEK293 T-REx D1 cells, calcium flux, agonist mode; actives 1% (n = 360,000); in the data active means activation above about 30%; further: 0% is about no effect
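Tetracycline-induced HEK293 TREx D1 cells, force-coupled to calcium signalling, were dye-loaded with a no-wash calcium kit. Compound was pin-added after a 10 s baseline. Fluorescence was read kinetically at 1 cycle/s for 180 s, with calcium rises flagged as agonism.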
D2 antag: HTS Assay for Allosteric Antagonists of the Human D2 Dopamine Receptor: Primary Screen for Antagonists. inhibition, % at 10 µM. actives 2% (n = 340,000). HEK293 TREx D2 cells, calcium flux, dopamine EC80; in the data active means inhibition above about 30%; further: 0% is about no effect
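Tetracycline-induced HEK293 TREx cells expressing D2 receptor forced-coupled to calcium signalling, loaded with no-wash calcium dye. Compounds added and calcium flux read 180 s, then dopamine added at EC80 and read a further 180 s.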
D2 ag: HTS Assay for Allosteric Agonists of the Human D2 Dopamine Receptor: Primary Screen for Agonists; activation, % at 2 µM; actives 0.53% (n = 340,000); HEK293 T-REx D2 cells, calcium flux agonist mode; AID 485358, 2010; D(2) dopamine receptor (Homo sapiens), P14416;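 active means activation over 3 SD above normal in the single-dose calcium agonist read, cut at about 30% in these data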; further: 0% is about no effect
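Agonism scored from kinetic calcium signal (1 read/sec, 180 s) following compound pin transfer, after a 10 s baseline. Cells: HEK293 Trex line expressing inducible D2 receptor coupled to calcium, dye-loaded after overnight culture at 30 C.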
D1 antag: Antagonist of Human D 1 Dopamine Receptor: qHTS | D(1A) dopamine receptor (Homo sapiens), P21728 | HEK293 TREx D1 cells, calcium flux, dopamine EC80; active compounds read low | activity change, negative = inhibition, % at 10 µM | actives 3.2% (n = 360,000) | AID 504652, 2011; in the data active means activity change below about -30%; further: on the % scale 0 is the no-effect control and ±100 the full control effect
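Calcium flux readout: force-coupled, inducible Hek293 Trex D1 line, cells induced overnight at 30 C with tetracycline, dye-loaded 30–90 min at RT. Antagonism scored against EC80 dopamine challenge given 180 s after compound.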
* hit, by the source's call; nt = not tested or not shown; & = joins results of further samples. This is a subset. The share of hits here may be higher or lower than overall.

Second line of a record: RXFP1 ag | RXFP1 antagonist | TRHR enhancer | D2 PAM | D1 PAM | D1 ag | D2 antag | D2 ag | D1 antag
1: O=C(c1cccs1)N1CCN(C(=O)c2ccco2)c2ccccc2C1
  0.1% | 9 | 2 | 3 | -1 | 4 | -3 | -0.2 | -11
2: CCOC(=O)c1c(C)[nH]c(CCC(=O)NCc2cc(Br)ccc2OC)c1C
  -2.7% | -18 | -10 | -11 | -3 | -1 | nt | 0.4 | -15
3: O=S(=O)(c1cccs1)N1CCN(c2ccccc2)CC1
  0.3% | 34 | -5 | 15 | -4 | 5 | 0 | 3.7 | -8
4: Cn1c(SCc2ccccn2)nnc1-c1ccncc1
  0.5% | 0 | 12 | 8 | -1 | 5 | 5 | 0.4 | -9
5: CCOC(=O)c1cc2c(=O)n3ccccc3nc2n(C(C)C)c1=NC(=O)c1c(-c2ccccc2Cl)noc1C
  0.4% | -6 | -1 | 1 | -2 | 0 | -3 | 0.0 | -7
6: O=C(CN1CCN(Cc2ccccc2)CC1)Nc1ccc2c(c1)CCC2
  0.7% | -16 | 4 | -1 | 10 | 5 | -6 | -1.2 | -7
7: C=CCN1C(=O)C(CC(=O)Nc2ccc(C)cc2)SC1=Nc1c(C)n(C)n(-c2ccccc2)c1=O (configuration not stated)
  -1.6% | -8 | -10 | 3 | 0 | 1 | -7 | -0.6 | -1
8: Brc1cc(Br)c(Oc2cc(Br)c(Br)cc2Br)cc1Br
  -0.4% | nt | -4 | 2 | -3 | 0 | 5 | -0.9 | nt
9: O=C(Oc1ccc(N(Cc2cccs2)C2=NS(=O)(=O)c3ccccc32)cc1)c1ccccc1Cl
  1.4% | 4 | -1 | -13 | -1 | -1 | 4 | 0.8 | 1
10: CC1=C(c2ccc(Cl)cc2)[N+](=O)C(C)(C)N1[O-]
  3.1% | -28 | 15 | -7 | -1 | 2 | -4 | 2.0 | 13
11: Cc1onc(-c2ccccc2)c1C(O)c1ccc(F)cc1 (configuration not stated)
  4.8% | 11 | -4 | -8 | -5 | 2 | 6 | -2.9 | 8
12: CC(=O)Nc1ccc(S(=O)(=O)NCC(CCC(=O)O)C(F)(F)F)cc1 (configuration not stated)
  3.5% | 4 | -2 | 2 | -5 | 0 | -16 | 1.3 | -4
13: CC1CCCN(C2=NC(=O)/C(=C/c3cn(-c4ccccc4)nc3-c3cccc(S(=O)(=O)N(C)C)c3)S2)C1 (configuration not stated)
  2.7% | -12 | -6 | -4 | 0 | 1 | 4 | -0.2 | 10
14: Cc1ccc(CNC(=O)c2cccn2-c2nnc(N3CCCC3)s2)cc1
  0.8% | -16 | -3 | -1 | -2 | 2 | nt | -0.6 | 2
15: C=CCSc1nc(N)c(C(=O)Nc2ccccc2)cc1C#N
  -0.6% | -22 | 4 | -4 | -6 | 6 | -10 | 0.5 | -13

Additional entries:
Second line of a record: RXFP1 ag | RXFP1 antagonist | TRHR enhancer | D2 PAM | D1 PAM | D1 ag | D2 antag | D2 ag | D1 antag
16: CC(OC(=O)C1CC1)C(=O)Nc1ccc([N+](=O)[O-])cc1Cl (configuration not stated)
  -1.5% | -3 | 2 | -6 | 2 | 0 | 5 | -0.1 | -6
17: Cc1ccccc1NC(=O)Cc1nc(COC(=O)c2cccnc2Cl)cs1
  1.8% | -4 | 4 | 29 | 0 | 0 | 7 | -0.5 | -12
18: CCOC(=O)C1=C(COC(=O)/C=C/c2cccc(OC)c2OC)NC(=O)NC1C (configuration not stated)
  3.2% | -3 | 12 | 1 | -6 | 4 | 0 | -0.2 | -3
19: Cc1ccc(C)c(N(C(=O)Cn2nnc(-c3cccs3)n2)C(C(=O)NC2CC2)c2ccc(C)o2)c1 (configuration not stated)
  -0.6% | 5 | -4 | -2 | -3 | 1 | 17 | 0.7 | -3
20: Nc1nc(COc2ccc(F)cc2)nc(N2CCCCC2)n1
  -0.2% | -5 | 1 | 5 | -1 | 6 | 6 | 0.8 | -25
21: COc1ccc(N2CC(C(=O)Nc3ncccc3C)CC2=O)cc1 (configuration not stated)
  3.1% | -5 | -4 | -12 | -3 | 5 | -24 | -1.0 | -5
22: COc1cccc(-c2nnc(SCCOc3ccc4c(C)cc(=O)oc4c3)o2)c1
  1.2% | -8 | 19 | 7 | -1 | -1 | -5 | 0.1 | nt
23: O=C(OCc1cc(Cl)ccc1OC(F)F)c1cncc(Br)c1
  0.4% | -11 | 1 | 10 | -8 | 7 | -2 | -5.6 | -28
24: COc1ccc(CN=C2NC(=O)CC(C(=O)Nc3ccc(Cl)cc3)S2)cc1 (configuration not stated)
  0.0% | -9 | -7 | 11 | -6 | 1 | -4 | 0.1 | -16
25: Cc1ccc(NC(=O)c2ccc3oc(=O)c(S(=O)(=O)c4ccccc4)cc3c2)cc1C
  -3.1% | nt | -4 | 1 | 0 | 0 | nt | 0.2 | -2
26: O=C(CN1CCN(C(=O)C2CCN(C(=O)/C=C/c3ccccc3)CC2)CC1)Nc1ccccc1Cl
  -0.2% | -13 | 12 | 22 | -6 | 1 | -14 | 0.0 | 0
27: CCN(CC(=O)N1CCOCC1)S(=O)(=O)c1ccc(C)cc1
  1.5% | -3 | 0 | 3 | 1 | 0 | -13 | 0.1 | 1
28: Cc1ccc(CNC(=O)CN2CCN(Cc3ccc(F)cc3Cl)C2=O)cc1
  0.2% | nt | -5 | -2 | -3 | 1 | nt | 0.1 | -10
29: CCc1cc(=O)[nH]c(SCc2nc(-c3ccccc3)no2)n1
  -1.5% | 7 | 3 | 19 | 2 | 4 | nt | nt | 22
30: O=C(NCc1ccccc1)NC(=O)c1ccccc1
  1.7% | -5 | 7 | nt | -4 | 4 | nt | nt | 8

5 entries from above, set out differently.
# | SMILES | RXFP1 ag | RXFP1 antagonist | TRHR enhancer | D2 PAM | D1 PAM | D1 ag | D2 antag | D2 ag | D1 antag
22 | COc1cccc(-c2nnc(SCCOc3ccc4c(C)cc(=O)oc4c3)o2)c1 | 1.2% | -8 | 19 | 7 | -1 | -1 | -5 | 0.1 | nt
23 | O=C(OCc1cc(Cl)ccc1OC(F)F)c1cncc(Br)c1 | 0.4% | -11 | 1 | 10 | -8 | 7 | -2 | -5.6 | -28
17 | Cc1ccccc1NC(=O)Cc1nc(COC(=O)c2cccnc2Cl)cs1 | 1.8% | -4 | 4 | 29 | 0 | 0 | 7 | -0.5 | -12
25 | Cc1ccc(NC(=O)c2ccc3oc(=O)c(S(=O)(=O)c4ccccc4)cc3c2)cc1C | -3.1% | nt | -4 | 1 | 0 | 0 | nt | 0.2 | -2
30 | O=C(NCc1ccccc1)NC(=O)c1ccccc1 | 1.7% | -5 | 7 | nt | -4 | 4 | nt | nt | 8

The listing continues:
Second line of a record: RXFP1 ag | RXFP1 antagonist | TRHR enhancer | D2 PAM | D1 PAM | D1 ag | D2 antag | D2 ag | D1 antag
31: Cc1ccsc1/C=C(\C#N)C(=O)NCc1ccco1
  -1.6% | nt | -1 | -14 | 1 | 0 | nt | nt | 11
32: O=C(NC1CCCC1)c1ccc2nc[nH]c2c1
  0.8% | -1 | 2 | 38* | -4 | 3 | 7 | -0.2 | 1
33: COc1ccc(OCc2nc3ccccc3n2C(C)C)cc1
  -3.6% | -7 | -9 | 0 | -5 | 5 | 26 | 0.3 | -18
34: CCCN(CCC)C(=O)Cn1c(=O)n(-c2ccccc2)c(=O)c2c3c(sc21)CCCC3
  -0.1% | nt | -1 | -1 | 1 | -1 | nt | -0.3 | 9
35: O=C(c1ccc(CS(=O)Cc2ccc(Cl)cc2)o1)N1CCN(c2cccc(Cl)c2)CC1 (configuration not stated)
  4.1% | -20 | 5 | 1 | -7 | 8 | -12 | -1.0 | -25
36: COCC1CCCN(C(=O)c2ccc3oc(Cc4ccc(Cl)cc4)nc3c2)C1 (configuration not stated)
  6.5% | 15 | -7 | -3 | -2 | 11 | -2 | 0.4 | -29
37: COc1cc(OC)c2c(c1)OC(c1ccc(OC)c(OC)c1)C(O)C2=O (configuration not stated)
  2.9% | -4 | 6 | 0 | -3 | 3 | 22 | 0.4 | 16
38: Nc1ncnc(Nc2ccc(F)cc2)n1
  0.2% | nt | -2 | -6 | 0 | 2 | -14 | -0.1 | -3
39: CCOC(=O)c1c(C)n(C)c2ccc(OC)c(NC(=O)CN3CCN(C4CCCCC4)CC3)c12
  0.2% | -1 | -1 | 5 | -3 | -1 | 0 | -0.2 | 5
40: CC(=O)Nc1cnc2ccccc2n1
  2.1% | -4 | 1 | -13 | 4 | 3 | -14 | 1.2 | -2
41: CCOc1ccc(/C=N/NC(=O)c2ccccc2O)cc1CN1CC2CC(C1)c1cccc(=O)n1C2 (configuration not stated)
  -0.2% | nt | 8 | 10 | 9 | -3 | -7 | -2.4 | nt
42: Cc1cc(C)c2sc(NNC(=O)C3COc4ccccc4O3)nc2c1 (configuration not stated)
  0.0% | nt | 1 | -3 | -1 | -2 | 33* | -0.8 | 20
43: COC(=O)CCCC1=CC2=C(c3ccccc3)C(=O)C(C)(OC(=O)C3CCCC3)C(=O)C2=CN1Cc1ccc(OC)cc1 (configuration not stated)
  1.7% | nt | 11 | -13 | -1 | 2 | 6 | -0.1 | -7
44: COc1ccccc1/C=C/C(=O)NC1CC2CCC1C2 (configuration not stated)
  0.8% | 0 | -1 | -4 | -1 | -1 | -8 | -0.8 | 6
45: COc1ccc(C2=NOC(C(=O)N(C)Cc3ccccc3)C2)cc1 (configuration not stated)
  0.9% | -1 | 3 | 10 | -1 | 0 | -3 | -0.3 | 16

#46 Cc1cc(C)c(S(=O)(=O)N(C)CC(=O)NCc2cccnc2)c(C)c1
#47 COc1ccccc1NC(=O)c1ccc(NC(=O)COC(=O)C2CCCCC2)cc1
#48 COc1cc(/C=C(\C#N)C(=O)NCC2CCCO2)ccc1O (configuration not stated)
#49 COc1ccccc1NC(=O)CSC1=Nc2ccccc2C2=NC(Cc3ccccc3)C(=O)N12 (configuration not stated)
compound no. | 46 | 47 | 48 | 49
RXFP1 ag | 0.5% | -1.8% | 3.0%&3.3% | 2.3%
RXFP1 antagonist | 10 | 1 | -4&-7 | 3
TRHR enhancer | 5 | 2 | -7&4 | 3
D2 PAM | -7 | 11 | -3&18 | 7
D1 PAM | 1 | -8 | -1&-5 | 3
D1 ag | 3 | 0 | 6&3 | 4
D2 antag | 12 | 10 | 0 | nt
D2 ag | 0.1 | -0.4 | 0.4&0.3 | -3.5
D1 antag | -3 | -1 | 2&2 | 15
